High-throughput results: PubChem BioAssay, several laboratories
FAS TE block = FAS thioesterase (human) inhibition. inhibition, % at 15 µM. AID 602261. recombinant FAS-TE, OMFH fluorogenic substrate, fluorescence endpoint. actives 0.67% (n = 360,000);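 active means compounds whose normalised, plate-corrected inhibition of enzyme fluorescence in the single-dose primary screen is 50% or more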;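 further: 0% = DMSO with enzyme and 100% = substrate without enzyme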
E coli Lon inh = inhibitors of E. coli Lon protease | P0A9M0 | purified E. coli Lon protease, fluorescence polarization | inhibition, % at 7.94 µM | actives 0.42% (n = 360,000) | AID 602123; in the data active means inhibition above about 13%, passing the limit was not always enough;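 further: 0% = enzyme with probe and DMSO and 100% = no enzyme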
Rpn11 block = inhibitors of human proteasome Rpn11; O00487; human 26S proteasome, Ub4-pepOG fluorescence polarization; 20S core pre-blocked with epoxomicin; calls only at 20 µM; actives 0.59% (n = 360,000);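 active means inhibition at 20 µM, scaled to each plate's controls, above about 33%, limit read from the data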
Target sequence (O00487 whole entry, looked up): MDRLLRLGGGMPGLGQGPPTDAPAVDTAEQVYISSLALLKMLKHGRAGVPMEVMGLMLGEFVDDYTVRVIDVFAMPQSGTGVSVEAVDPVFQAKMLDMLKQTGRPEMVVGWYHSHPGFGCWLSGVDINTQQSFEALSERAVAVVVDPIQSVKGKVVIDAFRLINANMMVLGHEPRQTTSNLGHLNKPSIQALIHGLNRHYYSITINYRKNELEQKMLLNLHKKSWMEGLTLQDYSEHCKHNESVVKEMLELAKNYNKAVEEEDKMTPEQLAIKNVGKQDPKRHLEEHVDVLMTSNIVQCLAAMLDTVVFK
MsrA inh = inhibitors of bovine MsrA; inhibition, % at 15.5 µM; purified bovine MsrA, absorbance read-out; AID 651718; actives 0.75% (n = 360,000); in the data active means inhibition above about 4.5%;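 further: 0% = vehicle wells with enzyme and 100% = reference inhibitor wells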
Rin1 Abl inh = blocks binding of human Rin1 to Abl. P00519+Q13671. TR-FRET Rin1/Abl binding, biochemical. inhibition, % at 7.35 µM. actives 0.4% (n = 360,000). AID 588664; in the data active means inhibition above about 5%, passing the limit was not always enough
CSN deneddyl inh = inhibitors of human CSN-mediated cullin deneddylation; Q92905; Purified CSN, SCF-Nedd8-OG deneddylation, fluorescence polarization; inhibition, % at 12.5 µM; actives 0.38% (n = 360,000); AID 651999;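 active means pattern-corrected inhibition above about 35%, with an unprinted fluorescence ratio check between 0.5 and 1.5, limit read from the data, passing the limit was not always enough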;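 further: 0% = enzyme with substrate and 100% = substrate without enzyme; some results filed as inactive read as strong as hits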
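Material: human Csn5 produced in HEK293T cells; Input: enzyme 0.24 nM; Reagent: SCFSkp2-Nedd8OG substrate at 10 nM final; Dosing: 12.5 µM compound; Incubation: 90 min reaction at room temperature; Detection: fluorescence polarization of the substrate; Evaluation: % inhibition of substrate cleavage by Csn5; Control set: substrate-only high control, full reaction low control.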
PABP1 MLLE inh = blocks PAM2 peptide binding to the PABP1 MLLE domain. GST-MLLE / FITC-PAM2 fluorescence polarization. P11940. actives 0.36% (n = 360,000). inhibition, % at 20 µM; in the data active means inhibition above about 35%, passing the limit was not always enough;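 further: plate controls were DMSO wells with GST-MLLE for no effect and wells lacking GST-MLLE protein for full effect; some results filed as inactive read as strong as hits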
Target sequence (P11940 whole entry, looked up, the tested form may be a part): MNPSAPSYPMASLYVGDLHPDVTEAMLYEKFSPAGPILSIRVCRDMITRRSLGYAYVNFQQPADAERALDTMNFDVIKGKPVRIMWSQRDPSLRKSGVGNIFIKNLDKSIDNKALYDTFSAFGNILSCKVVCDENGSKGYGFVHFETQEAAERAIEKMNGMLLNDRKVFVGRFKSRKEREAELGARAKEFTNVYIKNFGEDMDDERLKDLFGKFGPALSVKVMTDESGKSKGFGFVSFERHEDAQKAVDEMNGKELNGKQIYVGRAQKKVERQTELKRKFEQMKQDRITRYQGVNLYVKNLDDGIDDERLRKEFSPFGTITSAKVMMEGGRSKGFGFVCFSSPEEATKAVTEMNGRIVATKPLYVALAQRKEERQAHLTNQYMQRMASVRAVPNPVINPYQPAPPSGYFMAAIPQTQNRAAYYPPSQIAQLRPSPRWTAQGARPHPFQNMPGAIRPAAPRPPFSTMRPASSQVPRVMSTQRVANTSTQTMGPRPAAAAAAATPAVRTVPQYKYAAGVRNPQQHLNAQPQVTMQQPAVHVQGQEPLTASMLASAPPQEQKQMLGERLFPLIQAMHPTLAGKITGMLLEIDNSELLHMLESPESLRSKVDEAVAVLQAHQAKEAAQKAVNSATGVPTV
bovine MsrA act = activators of bovine methionine sulfoxide reductase A | purified bovine MsrA, absorbance read-out | activation, % at 10.6 µM | actives 0.3% (n = 360,000); in the data active means activation above about 7.5%;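 further: 0% = vehicle and 100% = reference activator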
MT1-MMP act inh = blocks activation of human MT1-MMP | P50281 | HT1080 RFP-PRO-GFP cells, GFP/RFP ratio fluorescence, overnight; percent of plate control window, DMSO zero | GFP/RFP ratio change, % at 20 µM | actives 0.061% (n = 360,000);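 active means GFP/RFP ratio change of at least 30% with cell ATP level not reduced by more than half and red fluorescence within 50% of control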; further: strong numbers were not always called active
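Test system: HT1080 RFP-PRO-GFP cells; Benchmarks: DMSO and RFP-L50D-GFP cell wells; Timing: cells overnight before dosing, compound overnight, 37 °C, 5% CO2; Compound: one 20 µM compound dose with 1% DMSO; Read-out: GFP/RFP fluorescence ratio.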
The depositor's hits bear a star; i = inactive; . = not tested or not shown.

SMILES	FAS TE block	E coli Lon inh	Rpn11 block	MsrA inh	Rin1 Abl inh	CSN deneddyl inh	PABP1 MLLE inh	bovine MsrA act	MT1-MMP act inh
CCOC(=O)c1cc(NC(=O)c2c(C)noc2C)cc(C(=O)OCC)c1	-2	5	i	-0.8	-2	-3	6	1	1
COc1ccc(C(=O)Nc2ccccc2C(=O)NC(Cc2ccc(O)cc2)C(=O)NNC(=O)c2ccncc2)cc1 (centres undefined)	-1	-7	i	0.4	1	-4	-14	-7	-1
COC(=O)CC(NC(=O)Nc1ccccc1F)c1ccc2c(c1)OCO2 (centres undefined)	4	-8	i	0.7	-1	-2	-8	-2	2
Cc1ccc(Cn2ccc(-c3cnc(-c4ccccc4)s3)n2)cc1	30	-11	i	1.3	-1	-4	11	-5	2
CC1CCN(CC(O)COCCC23CC4CC(CC(C4)C2)C3)CC1 (centres undefined)	-6	7	i	0.5	0	5	-9	-1	6
Cn1ccsc1=NC(=O)c1ccc(=O)[nH]c1	-4	-1	i	2.4	-2	0	-67	-2	-2
CCOc1ccc2nc(N(CCN(CC)CC)C(=O)/C=C/c3cccs3)sc2c1	14	-5	i	1.2	-4	-1	0	-1	-3
COc1cccc(CNC(=O)c2c(C)nn(-c3ccccc3)c2C)c1	-2	-1	i	-0.4	0	3	1	-4	1
O=C(O)C1C2C=CC(CC2)C1C(=O)O (centres undefined)	-10	-5	i	-0.2	2	7	1	-10	4
O=C(COC(=O)C1CCCCC1)Nc1ccccc1OC(F)F	2	-9	i	-0.1	1	0	-11	-1	-3
CCCCNC(=O)CCN1N=C(c2ccccc2)CCC1=O	-2	-4	i	0.5	-3	-1	2	-1	-4
Cc1cc(C)c(C(N)=O)c(NC(=O)Nc2ccccc2)n1	-9	3	i	-0.2	-4	-1	7	-2	5
O=C(NNC(=O)c1cccs1)c1csc(N2CCOCC2)n1	-5	7	i	0.8	0	-9	-3	-3	.
CCCCn1c(CN2CCN(c3ccccc3)CC2)nc2c1c(=O)n(C)c(=O)n2C	50*	2	i	.	-1	2	-4	-1	-1
Cn1c(SCC(=O)Nc2ccccc2)nc2ccccc2c1=O	3	-5	i	-0.5	0	4	7	-10	4
CCCC(=O)Nc1cccc(C(=O)Nc2nccs2)c1	-2	8	i	-0.2	-1	-1	8	3	5
O=C1CSC(c2cccc(F)c2)N1c1c(F)cccc1F (centres undefined)	1	-3	i	1.3	6	6	12	-4	4
CCCn1c(SCC(=O)NC2CCCc3ccccc32)n[nH]c1=O (centres undefined)	-3	-1	i	-0.8	-1	3	-15	6	-2
CC[C@]1(c2ccccc2C)ON(c2ccccc2C(F)(F)F)C1=O	19	-2	i	1.2	2	-7	-8	-1	9
O=C(N/N=C/c1ccc(OCc2ccccc2)cc1)c1ccco1	1	9	i	1.2	0	1	-8	-2	3
COc1ccc(NS(=O)(=O)c2ccc(O)c(C(=O)OCC(=O)Nc3ccc4c(c3)OCCO4)c2)cc1	4	2	i	0.8	2	-16	9	-8	-1
CCOC(=O)c1cc(NC(=O)N(C(C)C)C2CCCCC2)c(C)nc1C	-2	0	i	1.3	1	-1	3	-12	0
S=C(NCCCN1CCN(CCCNC(=S)NC2CCCCC2)CC1)NC1CCCCC1	-3	-7	i	-1.9	0	1	28	-1	2
CNC(=S)N/N=C(\C)c1cccc([N+](=O)[O-])c1	-2	-18	i	-0.2	-4	2	19	-2	8
CSc1ccc(Cl)c(C(=O)NCC(C)C)c1	-2	-6	i	1.4	-1	-1	24	-3	-2

Exported with two lines to a compound: 5 of the compounds above.
Every second line gives: FAS TE block	E coli Lon inh	Rpn11 block	MsrA inh	Rin1 Abl inh	CSN deneddyl inh	PABP1 MLLE inh	bovine MsrA act	MT1-MMP act inh
CCCCn1c(CN2CCN(c3ccccc3)CC2)nc2c1c(=O)n(C)c(=O)n2C
 : 50*	2	i	.	-1	2	-4	-1	-1
O=C(N/N=C/c1ccc(OCc2ccccc2)cc1)c1ccco1
 : 1	9	i	1.2	0	1	-8	-2	3
Cn1ccsc1=NC(=O)c1ccc(=O)[nH]c1
 : -4	-1	i	2.4	-2	0	-67	-2	-2
CC1CCN(CC(O)COCCC23CC4CC(CC(C4)C2)C3)CC1 (centres undefined)
 : -6	7	i	0.5	0	5	-9	-1	6
CCOc1ccc2nc(N(CCN(CC)CC)C(=O)/C=C/c3cccs3)sc2c1
 : 14	-5	i	1.2	-4	-1	0	-1	-3

(continued)
SMILES	FAS TE block	E coli Lon inh	Rpn11 block	MsrA inh	Rin1 Abl inh	CSN deneddyl inh	PABP1 MLLE inh	bovine MsrA act	MT1-MMP act inh
CCC/C=C1/CCCOC(C(=O)NCCN2CCOCC2)(C(F)(F)F)C1 (centres undefined)	-8	-4	i	0.4	1	0	1	-4	-4
O=S(=O)(Nc1ccccc1)c1ccc(NS(=O)(=O)c2c(F)cccc2F)cc1	-3	0	i	-0.5	-1	4	4	0	-12
CCOc1ccc(-c2cc(C(=O)N/N=C(\C)c3cccnc3)c3ccccc3n2)c(OCC)c1	1	-3	i	2.1	4	2	-4	-2	5
Cc1cc(C(=O)COC(=O)c2ccccc2O)c(C)n1CC1CCCO1 (centres undefined)	17	-7	i	-0.2	4	0	-1	-2	-7
Clc1ccc(-n2cccc2CN2CCc3c([nH]c4ccccc34)C2c2ccccn2)nc1 (centres undefined)	7	-5	i	1.4	-2	-4	-12	-2	6
O=c1[nH]c(NNC(=S)NC2CCCCC2)nc2c1C1(CCCC1)Cc1ccccc1-2	-12	2	i	-0.6	-3	4	-81	1	3
CCCc1c(-c2cccc(Cl)c2)ncn1CCc1ccccc1OC	22	2	.	0.2	.	0	.	0	-10
O=c1cc(N2CCOCC2)[nH]c(=O)n1C1CCCCC1	-5	-1	i	0.4	-7	-2	-10	-3	-3
Cc1nc(-c2ccc(S(=O)(=O)N3CCN(C(c4ccccc4)c4ccccc4)CC3)s2)cs1	11	15	i	1.2	-1	0	6	-4	-4
CCOC(=O)C1(CCOc2ccccc2)CCN(CC(O)CO)CC1 (centres undefined)	-1	4	i	1.8	0	3	-8	-3	-1
CC(=O)c1c(C)[nH]c(C(=O)OCC(=O)N2CCN(S(=O)(=O)c3ccc(C)cc3C)CC2)c1C	6	-3	i	-1.7	-2	2	3	0	4
CC(C(=O)N(C)Cc1ccccc1)N1CCN(C/C=C/c2ccccc2)CC1 (centres undefined)	-2	-2	i	-0.3	0	-2	7	-1	4
O=C(NC1CCCC1)C(c1cccnc1)N(C(=O)c1ccco1)c1ccc(F)cc1 (centres undefined)	-5	-1	i	0.1	-2	1	4	-7	2
N#Cc1ccc(NC(=O)Cn2c3[n+](c4ccc(C(F)(F)F)cc42)CCCCC3)cc1	-1	6	i	1.3	1	-5	-119	-3	1
COc1ccc(OC)c(S(=O)(=O)NC(C)c2ccc(-n3ccnc3)cc2)c1 (centres undefined)	-6	-3	i	0.2	5	3	5	-2	0
COc1ccc(-c2cc3ccc(OC)cc3cn2)cc1	0	0	i	0.1	-3	-2	-3	-4	0
CCOC(=O)c1nnn(-c2nonc2N)c1CSc1ccccn1	-1	1	i	-0.9	1	1	-2	8.0*	-6
COc1cc([N+](=O)[O-])ccc1-c1ccc(/C=N/NC(N)=O)o1	-83	-95	.	-0.5	-6	43*	-97	-5	-45
CCOC(CCNC(=O)c1cn(C)c(=O)c2c1c1ccccc1n2C)OCC	-1	9	i	0.5	2	-1	3	-2	0
N#CC1=C(N)Oc2cc(O)ccc2C1c1ccc(Br)s1 (centres undefined)	3	-95	.	-0.4	1	10	-83	-3	-140
Cc1ccc(C(=O)OC(C)C(=O)NC2CCCCC2C)s1 (centres undefined)	0	-11	i	0.5	0	0	0	-2	-2
CC(C)(C)NC(=O)c1ccccc1NC(=O)C1CCCO1 (centres undefined)	-5	0	i	-0.9	3	-4	2	0	-2
O=C(Nc1ccncc1)c1ccc2c(c1)S(=O)(=O)c1ccccc1C2=O	-9	5	i	1.3	-2	-1	-1	-3	-2
CC1(c2ccccc2)NC(=O)N(CC(=O)N2CCc3ccccc32)C1=O (centres undefined)	-2	-6	i	0.6	3	-1	-6	-1	1
O=C1c2ccccc2C(=O)N1Cc1nc2ccccc2c(=O)n1CCCn1ccnc1	-13	-1	i	0.2	2	-2	-2	-1	1

3 compounds from above, arranged by their value in Rin1 Abl inh, highest first.
| smiles | Rin1 Abl inh |
| --- | --- |
| Cc1cc(C(=O)COC(=O)c2ccccc2O)c(C)n1CC1CCCO1 (centres undefined) | 4 |
| N#CC1=C(N)Oc2cc(O)ccc2C1c1ccc(Br)s1 (centres undefined) | 1 |
| CCOC(=O)c1cc(NC(=O)c2c(C)noc2C)cc(C(=O)OCC)c1 | -2 |

The listing continues.
SMILES	FAS TE block	E coli Lon inh	Rpn11 block	MsrA inh	Rin1 Abl inh	CSN deneddyl inh	PABP1 MLLE inh	bovine MsrA act	MT1-MMP act inh
Cc1ccc(C(=O)NCCNc2nc3cc(C)c(C)cc3cc2C)cc1	-8	-6	i	0.7	-2	4	5	-3	-2
Cc1ccc(C(c2sc3nc(C)nn3c2O)N2CCN(c3ccccc3F)CC2)cc1 (centres undefined)	-10	3	i	2.4	-3	5	5	-1	-6
CN1C[C@@H]2[C@@H]3C(=O)N(C)C(=O)[C@@H]3[C@](C)(C1=O)N2C(=O)c1ccccc1	-11	-5	i	.	1	-1	4	-1	2
O=C(Nc1ccccc1)OC(CN1CCCCC1)C(F)(F)F (centres undefined)	-5	0	i	0.7	5	1	7	-11	-3
COCCN1CCC(CNCc2cn[nH]c2-c2ccc(C)c(C)c2)C1 (centres undefined)	-4	-5	i	0.8	0	-2	-3	-1	-3
Nc1ccc2nc(SCC(=O)Nc3ccc(N4CCOCC4)c(Cl)c3)sc2c1	-4	2	i	0.1	-3	3	-156	-2	2
CC1Cc2ccccc2N1Cc1cccc([N+](=O)[O-])c1 (centres undefined)	26	-3	i	.	2	-6	-24	-2	0
CN(C)c1nc(Oc2ccc(=O)[nH]n2)nc(N2CCOCC2)n1	-14	-7	i	-0.5	1	1	1	-5	3
Cc1cc(C(=O)CSc2nnc(-c3ccncc3)n2-c2ccccc2)c(C)n1C	-6	19*	i	-0.4	0	2	-41	1	-6
Cc1ccc(-c2nc3ccccc3c(=O)n2CCCn2ccnc2)cc1	-10	0	i	2.6	1	0	12	-13	-3
C=CCn1c(COc2ccccc2)nnc1SCC(=O)Nc1ccc(S(N)(=O)=O)cc1	-4	-5	i	-1.0	4	-1	-29	-11	1

One compound at a time (already shown). Order of screens: FAS TE block	E coli Lon inh	Rpn11 block	MsrA inh	Rin1 Abl inh	CSN deneddyl inh	PABP1 MLLE inh	bovine MsrA act	MT1-MMP act inh
CC(C)(C)NC(=O)c1ccccc1NC(=O)C1CCCO1 (centres undefined) is entered as -5	0	i	-0.9	3	-4	2	0	-2
CCOC(=O)C1(CCOc2ccccc2)CCN(CC(O)CO)CC1 (centres undefined) is entered as -1	4	i	1.8	0	3	-8	-3	-1
Cc1nc(-c2ccc(S(=O)(=O)N3CCN(C(c4ccccc4)c4ccccc4)CC3)s2)cs1 is entered as 11	15	i	1.2	-1	0	6	-4	-4
COc1ccc(C(=O)Nc2ccccc2C(=O)NC(Cc2ccc(O)cc2)C(=O)NNC(=O)c2ccncc2)cc1 (centres undefined) is entered as -1	-7	i	0.4	1	-4	-14	-7	-1
